PLCb3 inh – PLC-beta3 (human) inhibition, primary screen. Q01970. Purified PLC-beta3, fluorogenic substrate, fluorescence. inhibition, % at 12.2 µM. 370,000 tested, 0.18% active; in the data active means inhibition above about 11%;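 further: 0% = median of compound wells on plate and 100% = full blocker control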
Target sequence (Q01970 whole entry, looked up): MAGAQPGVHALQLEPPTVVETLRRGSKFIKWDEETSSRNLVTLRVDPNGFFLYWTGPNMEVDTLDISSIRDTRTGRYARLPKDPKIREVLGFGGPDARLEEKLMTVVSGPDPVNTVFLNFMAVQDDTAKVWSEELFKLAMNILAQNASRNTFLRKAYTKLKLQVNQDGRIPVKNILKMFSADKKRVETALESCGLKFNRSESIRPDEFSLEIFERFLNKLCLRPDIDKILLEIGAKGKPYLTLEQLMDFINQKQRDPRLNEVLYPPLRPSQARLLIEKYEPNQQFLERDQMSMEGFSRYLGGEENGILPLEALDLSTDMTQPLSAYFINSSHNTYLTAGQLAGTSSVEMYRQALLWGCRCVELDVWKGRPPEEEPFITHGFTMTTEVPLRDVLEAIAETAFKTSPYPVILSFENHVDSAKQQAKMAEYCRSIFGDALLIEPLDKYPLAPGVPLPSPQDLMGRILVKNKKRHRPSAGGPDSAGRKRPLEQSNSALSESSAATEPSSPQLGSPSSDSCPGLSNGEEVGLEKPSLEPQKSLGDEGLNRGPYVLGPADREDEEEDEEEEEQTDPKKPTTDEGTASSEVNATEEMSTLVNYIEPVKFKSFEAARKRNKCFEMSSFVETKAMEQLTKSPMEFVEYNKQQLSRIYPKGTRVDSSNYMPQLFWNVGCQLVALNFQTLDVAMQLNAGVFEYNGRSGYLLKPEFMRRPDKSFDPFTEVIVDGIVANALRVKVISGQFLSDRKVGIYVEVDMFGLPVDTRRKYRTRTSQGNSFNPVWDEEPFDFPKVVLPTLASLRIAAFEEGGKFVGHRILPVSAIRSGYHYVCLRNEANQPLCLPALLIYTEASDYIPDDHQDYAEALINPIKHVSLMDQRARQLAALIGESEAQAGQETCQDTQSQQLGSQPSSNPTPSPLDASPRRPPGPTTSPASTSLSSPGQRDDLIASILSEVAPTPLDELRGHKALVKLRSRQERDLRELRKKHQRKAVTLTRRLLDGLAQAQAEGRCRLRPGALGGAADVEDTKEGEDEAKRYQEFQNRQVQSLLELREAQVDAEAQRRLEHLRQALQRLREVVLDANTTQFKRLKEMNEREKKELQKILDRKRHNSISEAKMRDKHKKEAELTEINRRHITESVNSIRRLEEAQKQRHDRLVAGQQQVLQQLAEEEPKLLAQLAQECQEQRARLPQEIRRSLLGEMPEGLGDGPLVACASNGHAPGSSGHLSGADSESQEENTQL
DAX1 inh-1 – inhibitors of DAX1 repression of SF-1 activated StAR promoter | HEK293T StAR-luciferase reporter, SF-1/DAX-1 repression relief | inhibition, % at 6.8 µM | 370,000 tested, 1.1% active | AID 652010;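 active means inhibition above the mean over all tested compounds plus 3 SD, cut at about 3.6% in these data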;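 further: 0% = DAX-1 cells with DMSO and 100% = cells lacking DAX-1 with DMSO; higher inhibition means more luminescence from relief of DAX-1 repression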
DAX1 inh-2 – inhibitors of human orphan nuclear receptor DAX1 (NR0B1); P51843; HEK293 Gal4-DAX1 luciferase reporter, luminescence; inhibition, % at 6.75 µM; 340,000 tested, 0.99% active; AID 504766;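 active means inhibition above the mean over all tested compounds plus 3 SD, cut at about 4.2% in these data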;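 further: 0% = DAX1-transfected cells with DMSO and 100% = empty-vector control cells with DMSO; inhibition shows as a rise in luminescence from relieved DAX1 repression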
hcDAF12 agonist – activates DAF-12 receptor from parasite H. contortus | activation, % at 6.8 µM | AID 652067 | 370,000 tested, 1.4% active | HEK293 hcDAF-12 lit1-tk-luc reporter, luminescence; 0% DMSO, 100% Δ7-dafachronic acid;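 active means activation above the mean of all tested compounds plus 3 SD, cut at about 5.5% in these data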;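 further: 100% = response to 3 µM Δ7-dafachronic acid high control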
ssDAF-12 act – activates DAF-12 receptor from parasite S. stercoralis; AID 652126; 370,000 tested, 1% active; HEK293 ssDAF-12/GRIP1 lit1-tk-luc reporter, luminescence; % of 3 µM dafachronic acid response; activation, % at 6.8 µM;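 active means activation above the mean over all tested compounds plus 3 SD, cut at about 0.9% in these data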;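 further: 0% = DMSO-only wells and 100% = 3 µM delta7-dafachronic acid wells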
SMARCA2 act – increases SMARCA2 function in MMTV reporter cells; activation, % at 9.1 µM; 370,000 tested, 1% active; MG213 cells, MMTV-luciferase reporter, dexamethasone, overnight; in the data active means activation above about 7.8%;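 further: 0% = vehicle wells and 100% = reference activator wells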
Rev-erbA mod – Rev-erb alpha (human) modulation; activity, % at 10 µM; Rev-erbα–FITC-DNA binding, fluorescence polarization, 90 min; 370,000 tested, 0.79% active;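 active means activity above about 14%, limit read from the data; passing the limit was not always enough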;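 further: 0% = DMSO wells with 35 nM protein and 100% = DMSO wells with 750 nM protein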
HGIII-sPLA2 inh – Blocks human group III sPLA2 activity; Q9NZ20; QFRET BODIPY PC-A2 liposome hydrolysis, fluorescence; inhibition, % at 12.2 µM; 370,000 tested, 0.56% active;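 active means inhibition above mean plus 3 SD of compounds lying within the high and low control bounds, cut at about 19% in these data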;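 further: 0% = median of test compound wells and 100% = no enzyme DMSO wells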
PG9 binder – PG9 antibody binding by small molecule | TR-FRET gp120-PG9 antibody binding | inhibition, % at 6.7 µM | 360,000 tested, 0.43% active | AID 624416; in the data active means inhibition above about 8.5%
hgDAF12 agonist – activates the H. glycines DAF-12 receptor ligand-binding domain; HEK293 GAL4-hgDAF12 UAS-luciferase reporter, agonist luminescence; normalized to butyrate control; activation, % at 6.8 µM; 370,000 tested, 1.8% active; AID 687014;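 active means activation above a cutoff set at the mean of all screened compounds plus 3 SD, cut at about 10% in these data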;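 further: 0% = DMSO wells and 100% = sodium butyrate wells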
GAA850 FXN act – increases GAA850 frataxin promoter reporter activity. activation, % at 6 µM. 360,000 tested, 0.56% active. HEK293 lucGAA850 FXN promoter luciferase reporter, 24 h; percent of 10 µM SAHA response;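 active means activation above the average of all compounds screened plus 3 SD, cutoff fixed separately per campaign, cut at about 7.5% in these data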;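 further: 0% = DMSO wells and 100% = 10 µM SAHA wells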
An asterisk follows results filed as active; i = inactive; / = not tested or not shown. Compounds were not picked by outcome. Share with any hit: about 7%.

item	mol	PLCb3 inh	DAX1 inh-1	DAX1 inh-2	hcDAF12 agonist	ssDAF-12 act	SMARCA2 act	Rev-erbA mod	HGIII-sPLA2 inh	PG9 binder	hgDAF12 agonist	GAA850 FXN act
1	CC(C)CC(=O)NC(=S)N1CCN(c2ccc([N+](=O)[O-])cc2Cl)CC1	1	-0.3	1.0	2.8	-1.7	1	1	-2	-1.4	-0.5	3.9
2	CCOc1c(C#N)c(C#N)c2nc(C)cc(C)n12	-171	-0.7	0.6	-1.2	-1.3	2	-2	1	-1.4	0.5	0.2
3	CC(C)NC(=O)C1CCN(C(=O)N(C)C)CC1	2	-0.3	1.7	-0.9	-0.2	-1	-6	0	-0.9	-0.8	-0.7
4	CCN(CC)S(=O)(=O)c1ccc(C(=O)NCCOC(=O)c2ccc(F)cc2F)cc1	-6	-0.2	0.3	-0.3	-1.4	1	3	-6	-1.6	4.8	0.5
5	COc1ccc(-n2nnnc2CNC(=O)c2ccc3ccccc3c2)cc1	-1	-0.4	-0.3	-1.4	-0.2	-1	8	-25	-2.2	-1.5	2.2
6	COc1ccc(/C=N/n2c(-c3ccco3)nc3ccccc3c2=O)cc1	1	0.0	-0.1	-0.9	-1.2	0	-6	5	-0.7	0.6	-0.5
7	Cc1ccc(NC(=O)CN(C)C(=O)CSc2nnc(C(F)(F)F)n2C)cc1	1	0.8	-0.9	4.5	-0.1	0	-1	-1	0.6	0.5	2.8
8	CCC(C)/C(C)=N/NC(=O)c1cn(-c2ccccc2)nc1-c1ccccc1 (centres undefined)	-2	-0.7	-0.6	-3.7	-1.9	-2	8	-3	0.2	0.3	5.3
9	CCCc1nc2c(o1)CC(CC(C)SCC)CC2=O (centres undefined)	-3	0.3	-0.5	0.4	-1.2	1	2	7	-0.6	0.8	-0.6
10	COc1ccc(-n2nc(C(=O)NCC(=O)N(C)Cc3ccccc3)c3ccccc3c2=O)cc1OC	-72	-0.5	-1.7	-2.4	-0.8	-3	3	7	0.1	-5.5	-1.4
11	O=C(c1ccc([N+](=O)[O-])s1)N1CCN(c2ccccn2)CC1	-2	-1.1	-0.3	-2.1	-0.8	0	1	-2	-1.8	-1.6	0.0
12	O=C(COC(=O)[C@@H]1CCCN1C(=O)c1cccs1)NCCc1ccccc1	-2	0.0	2.5	0.3	-1.1	-3	0	-2	0.1	1.4	1.0
13	Cc1cc(C)c2ccc3c(C)c(C)nc3c2[nH]1	-307	-1.1	0.1	2.6	-1.0	-2	6	1	-2.0	1.9	1.1
14	Cc1cc(C(C)(C)C)ccc1OCCn1ccnc1	4	-0.8	-0.7	-1.6	-1.2	-4	1	-34	-1.3	-3.4	-1.7
15	Cc1ccc(NC(=O)c2ccc(CNc3c(N4CCOCC4)c(=O)c3=O)cc2)cc1	3	-0.6	0.2	-2.3	-1.5	3	0	3	-1.3	0.1	0.0
16	Cn1nc(C(F)(F)F)c(-c2ccc(Br)cc2)c1NC(=O)C1CCC1C(=O)O (centres undefined)	-7	0.1	/	-1.5	-1.6	0	1	-7	0.7	6.2	-1.1
17	c1ccc(COc2cncc(-c3cccnc3)c2)cc1	10	0.2	0.1	-1.7	-1.4	1	1	9	-3.6	1.7	3.5
18	O=C(Nc1ccnn1C1CCN(CC2CC=CCC2)CC1)c1ccccc1 (centres undefined)	0	0.3	0.5	-1.1	-0.6	-3	-1	-5	-1.9	-1.1	1.5
19	CSCCC(NC(N)=O)C(=O)NCc1ccc(Cl)cc1 (centres undefined)	5	-0.3	0.1	-1.5	-1.3	-3	-3	5	-1.3	-1.1	0.0
20	CC(C)C(=O)Nc1ccc2c(c1)nc(CCN1CCN(c3ccccn3)CC1)n2C	-2	0.1	-0.8	-1.2	-1.2	-4	2	-1	-2.2	-1.1	3.0
21	COc1ccc(NC(=O)CC(=O)Nc2ccc(OC)cc2OC)c(OC)c1	0	-0.2	-0.5	-0.5	-1.6	0	4	-19	-0.4	-1.8	-1.7
22	O=C(NCc1cc2ccccc2[nH]1)C1CCC(=O)N(CCCN2CCCC2=O)C1 (centres undefined)	-32	0.4	1.6	6.9*	0.4	1	-8	-3	-2.0	2.5	-0.6
23	O=C(Nc1ccncc1)c1cccc(S(=O)(=O)N2CCN(c3ccc(F)cc3)CC2)c1	-6	-5.6	-3.5	-3.1	-2.1	-5	11	-13	-1.0	-4.5	-0.7
24	CCCN1CCC(C)(C(=O)Nc2ccccc2Oc2ccccc2)C1 (centres undefined)	0	-0.6	/	-0.1	-1.2	-3	0	-7	-1.6	0.0	0.1
25	CCOC(=O)c1sc(NC(=O)COC(=O)CNC(=O)c2ccco2)c(C(=O)OCC)c1C	-2	-1.4	0.9	-1.0	-1.1	0	2	-2	-2.0	0.0	1.2
26	O=C(CNc1cccc([N+](=O)[O-])c1)NC(=O)NC1CCCCC1	2	-1.6	-1.3	-1.8	-1.8	-6	-2	-6	-0.1	-1.3	-1.6
27	Cc1cccc(NC(=O)c2cnn(-c3ccc(F)cc3)c2C2CCNCC2)c1C	0	0.1	0.8	0.7	-0.6	-2	-8	-1	1.3	2.9	2.4
28	O=C(CN1C(=O)CC(c2ccccc2)=Nc2ccccc21)NCc1ccccc1	2	0.1	0.2	-2.1	-1.3	0	-2	0	0.5	0.2	-0.6
29	CC(=O)c1cccc(NC(=S)N2CCN(S(=O)(=O)c3ccccc3)CC2)c1	-8	0.7	0.2	-1.7	-0.8	-2	-3	0	-2.0	3.8	-1.7
30	O=C(O)CC1CCCC(c2ccccc2)C1=O (centres undefined)	-1	0.2	0.6	-0.9	-0.8	0	0	0	-0.4	1.7	1.2

Some of the entries above in a different format.
Value order: PLCb3 inh, DAX1 inh-1, DAX1 inh-2, hcDAF12 agonist, ssDAF-12 act, SMARCA2 act, Rev-erbA mod, HGIII-sPLA2 inh, PG9 binder, hgDAF12 agonist, GAA850 FXN act
13: Cc1cc(C)c2ccc3c(C)c(C)nc3c2[nH]1
→ -307, -1.1, 0.1, 2.6, -1.0, -2, 6, 1, -2.0, 1.9, 1.1
14: Cc1cc(C(C)(C)C)ccc1OCCn1ccnc1
→ 4, -0.8, -0.7, -1.6, -1.2, -4, 1, -34, -1.3, -3.4, -1.7
15: Cc1ccc(NC(=O)c2ccc(CNc3c(N4CCOCC4)c(=O)c3=O)cc2)cc1
→ 3, -0.6, 0.2, -2.3, -1.5, 3, 0, 3, -1.3, 0.1, 0.0
16: Cn1nc(C(F)(F)F)c(-c2ccc(Br)cc2)c1NC(=O)C1CCC1C(=O)O (centres undefined)
→ -7, 0.1, /, -1.5, -1.6, 0, 1, -7, 0.7, 6.2, -1.1

More records
item	mol	PLCb3 inh	DAX1 inh-1	DAX1 inh-2	hcDAF12 agonist	ssDAF-12 act	SMARCA2 act	Rev-erbA mod	HGIII-sPLA2 inh	PG9 binder	hgDAF12 agonist	GAA850 FXN act
31	COc1ccc(CC(=O)NCc2nnc(SCC(=O)Nc3ccc(OC)cc3)n2C)cc1	-7	-0.3	-0.2	-0.2	-1.3	-3	-3	13	-1.0	-3.3	0.2
32	Cc1cc2cc(C)c3nnc(SCC(=O)NCc4ccc5c(c4)OCO5)n3c2cc1C	0	-0.4	0.3	-1.3	-1.5	-3	1	-4	0.2	-0.7	0.1
33	O=C(NC(CO)Cc1ccccc1)c1ccccc1 (centres undefined)	-1	0.4	-0.1	-0.5	-0.5	-1	3	10	2.7	0.9	0.6
34	COc1ccc(OC)c(NC(=O)CCc2nnc3ccc(N4CCC(C)CC4)nn23)c1	-11	-0.1	0.5	-1.9	-1.2	-5	6	4	2.3	0.1	0.6
35	C[C@@H]1CN([C@H](C)CO)C(=O)c2cc(NC(=O)Cc3ccccc3)ccc2O[C@H]1CN(C)Cc1ccc(Oc2ccccc2)cc1	2	-0.8	-1.6	-2.2	-1.1	1	1	-31	-0.5	-0.3	-2.1
36	Cc1cc(C)c(C#N)c(SCc2nc3ccccc3[nH]2)n1	i	3.5	4.8*	18*	3.6*	-1	1	9	-2.4	15*	5.7
37	CCOc1ccc(CCNC(=O)CCNS(=O)(=O)c2ccc3c(c2)CCN3C(C)=O)cc1OCC	-7	-0.2	-0.4	-1.0	-1.1	-1	3	-4	-0.8	0.6	-1.2
38	COc1cc(OC)cc(C(=O)OCC(=O)Nc2ccc(F)cc2F)c1	-9	-0.8	0.9	-0.8	-1.2	-2	7	3	1.4	-0.6	0.3
39	COc1ccc(CNS(=O)(=O)c2ccc(Br)s2)cc1	-7	0.0	0.7	-1.4	-1.0	0	-6	-14	-1.4	-2.6	0.8
40	CCCCN(CC(=O)NCc1ccc(F)cc1)C(=O)c1ccco1	-5	-0.4	0.9	1.6	-1.3	-2	/	9	0.0	-0.6	0.2
41	CCn1c(SCC(=O)N2CCCc3ccccc32)nnc1-c1c[nH]c2ccccc12	5	-0.7	-2.2	-2.0	-2.0	-2	2	-23	-1.4	-0.9	-4.3
42	C=C(Cl)COc1ccc2c(CCCC)cc(=O)oc2c1	-13	0.1	0.5	-2.2	-1.6	2	3	-5	-3.1	1.1	2.5
43	COc1ccc(NS(=O)(=O)c2cccc(C(=O)N/N=C/c3ccccc3OC)c2)cc1	-6	0.0	0.0	0.4	-1.1	0	4	-7	-0.7	-0.8	0.7
44	CCCOc1cccc(C(=O)NC(=S)Nc2cccc(C(F)(F)F)c2)c1	-1	-0.3	0.3	-0.3	0.3	-2	-4	3	1.1	-0.4	0.5
45	CCS(=O)(=O)n1nc(-c2ccc(OC)cc2)nc1SC	-2	0.0	0.2	-0.6	-0.5	-3	-6	-2	1.4	2.8	1.4
46	Cc1ccc(C=C2SC(=S)N(CCCC(=O)Nc3cccc(C(=O)O)c3)C2=O)cc1	-5	0.3	/	-1.4	-1.9	-8	-2	11	0.2	-3.7	-4.0
47	CC1CN(CC(O)COC(c2ccc(Cl)cc2)c2ccc(Cl)cc2)CC(C)O1 (centres undefined)	-2	-0.6	-0.3	-1.8	-1.1	-4	1	-5	-0.4	-0.3	1.5
48	COc1ccc(C(NC(C)=O)c2cc(Cl)c3cccnc3c2O)cc1 (centres undefined)	-40	-1.1	-1.1	-2.8	-1.8	-2	4	-6	0.4	-7.5	-5.1
49	Cc1cc(S(=O)(=O)N2CCC3(CC2)OCCN3S(=O)(=O)c2cccs2)ccc1F	-2	0.6	1.3	-0.3	-1.7	-4	1	-9	-3.0	-2.3	-0.1
50	CC(C)[C@H](NC(=O)c1ccccc1Br)C(=O)OCc1nc2ccsc2c(=O)[nH]1	-5	-0.3	0.4	0.3	-1.1	-1	-5	7	0.7	1.3	-1.2
51	Cc1c(NC(=O)C(C)OC(=O)C(NC(=O)c2ccco2)C(C)C)c(=O)n(-c2ccccc2)n1C (centres undefined)	-2	0.5	0.9	-0.8	-0.9	-3	-3	-1	0.0	0.4	0.1
52	CCOc1ccc(N2CC(C(=O)OC)CC2=O)cc1 (centres undefined)	4	-0.7	2.3	-1.4	-1.1	1	3	6	-1.2	-0.3	0.2
53	CCN(CC)C(=O)CSc1nc2ncc(Br)cc2[nH]1	2	0.1	0.4	-1.0	-1.3	0	10	9	1.4	-0.7	-1.0

Entries by screen from above.
DAX1 inh-2 for entries 40–49: 0.9, -2.2, 0.5, 0.0, 0.3, 0.2, /, -0.3, -1.1, 1.3

Compound activity: PubChem BioAssay, several laboratories
